Bioassay records from PubChem.
cytoskel mod: modifiers of F-actin cytoskeleton organization, primary screen, imaging, HUVEC, phalloidin staining, high-content imaging; HUVEC TNFa F-actin phalloidin imaging; inhibition, % at 2 µM; hit rate 0.18% among 91,000; AID 836, 2007;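 active = inhibition above the batch mean plus 3 SD and confirmed as a hit by visual image inspection, cut at about 30% in these data, passing the limit was not always enough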; note: strong numbers were not always called active
PLK1 PBD inh: Plk1 polo box domain binding inhibitors, primary screen, biochemical, fluorescence polarization; inhibition, %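 (tested at about 20 µM)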; Plk1 PBD phosphopeptide binding; AID 693, 2007; Serine/threonine-protein kinase PLK1 (Homo sapiens), P53350; hit rate 0.13% among 97,000; in the data active = inhibition above about 34%, passing the limit was not always enough
PTPN22 inh 2: PTPN22 phosphatase inhibitors, primary screen, biochemical, DiFMUP fluorescence, 2 µM; hit rate 0.21% among 96,000; recombinant LYP catalytic domain; Tyrosine-protein phosphatase non-receptor type 22 (Homo sapiens), Q9Y2R2; inhibition, % at 2 µM;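 active = inhibition at 2 µM at or above a set limit, the screen mean plus 3 SD, cut at about 24% in these data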;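 note: 0% = DMSO with enzyme and 100% = enzyme fully blocked by orthovanadate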
EphB4 antag: EphB4-ephrin-B2 interaction antagonists, primary screen, biochemical, TNYL-RAW peptide probe, fluorescence polarization | Ephrin type-B receptor 4 (Homo sapiens), P54760 | EphB4 LBD / TNYL-RAW-Alexa532 peptide | inhibition, % at 7 µM | hit rate 0.15% among 97,000 | AID 720, 2007;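 active = inhibition above the screen-wide mean inhibition plus 3 SD, cut at about 15% in these data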;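 note: 0% = DMSO wells and 100% = excess unlabeled TNYL-RAW peptide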
FAK inh: FAK kinase inhibitors, primary screen, biochemical | inhibition, %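 (tested at 7 µM)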 | hit rate 0.84% among 97,000 | AID 727, 2007 | Focal adhesion kinase 1 (Homo sapiens), Q05397 | biochemical FAK kinase activity assay; in the data active = inhibition above about 19%;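 note: 0% = DMSO and 100% = reference compound high control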
Target sequence (Q05397 whole entry, looked up): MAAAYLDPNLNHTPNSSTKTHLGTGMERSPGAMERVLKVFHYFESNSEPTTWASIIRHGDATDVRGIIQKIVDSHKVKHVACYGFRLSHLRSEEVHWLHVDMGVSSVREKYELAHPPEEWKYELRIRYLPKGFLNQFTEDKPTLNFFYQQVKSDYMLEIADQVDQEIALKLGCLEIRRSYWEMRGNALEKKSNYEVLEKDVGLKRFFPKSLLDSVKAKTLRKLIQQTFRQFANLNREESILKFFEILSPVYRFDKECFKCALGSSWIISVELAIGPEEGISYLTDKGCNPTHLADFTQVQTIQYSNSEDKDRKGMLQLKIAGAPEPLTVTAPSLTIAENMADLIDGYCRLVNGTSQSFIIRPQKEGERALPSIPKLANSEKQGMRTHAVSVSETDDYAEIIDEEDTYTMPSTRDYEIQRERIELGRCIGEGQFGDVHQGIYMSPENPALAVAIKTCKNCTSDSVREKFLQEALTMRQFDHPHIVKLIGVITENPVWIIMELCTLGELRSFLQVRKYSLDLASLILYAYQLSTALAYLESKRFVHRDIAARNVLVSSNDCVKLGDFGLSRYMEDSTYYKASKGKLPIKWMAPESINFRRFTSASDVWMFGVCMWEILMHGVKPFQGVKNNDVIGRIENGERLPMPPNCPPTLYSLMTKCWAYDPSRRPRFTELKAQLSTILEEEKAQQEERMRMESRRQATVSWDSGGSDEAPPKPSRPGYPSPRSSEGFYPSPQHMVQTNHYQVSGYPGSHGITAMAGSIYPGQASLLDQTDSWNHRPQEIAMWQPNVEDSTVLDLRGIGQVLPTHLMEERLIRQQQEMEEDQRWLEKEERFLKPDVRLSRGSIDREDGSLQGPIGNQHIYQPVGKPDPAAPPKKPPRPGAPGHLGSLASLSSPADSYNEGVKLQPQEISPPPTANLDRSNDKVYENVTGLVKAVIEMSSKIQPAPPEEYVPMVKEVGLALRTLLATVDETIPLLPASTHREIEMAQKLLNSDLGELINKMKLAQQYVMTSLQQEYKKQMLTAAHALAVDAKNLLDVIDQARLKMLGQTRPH
HIV Rev-RRE inh: HIV-1 Rev-RRE binding inhibitors, primary screen, biochemical, FRET, protein-RNA interaction. P05866. Rev peptide-RRE RNA binding. inhibition, % at 8 µM. hit rate 0.79% among 97,000;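 active = inhibition above the screen-wide mean plus 3 SD, cut at about 35% in these data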;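 note: 0% = median DMSO wells and 100% = median Neomycin B control wells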
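Assay system: Rev peptide and RRE RNA, both fluorescently labelled; times: 5 min preincubation and 15 min binding, 25 °C; detection: FRET, ex 480 nm, em 540 and 671 nm; read-out basis: % inhibition from 671/540 nm acceptor-to-donor ratio, scaled between controls; benchmarks: DMSO low control, neomycin B high control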
PTK2B oligo ant: antagonists of Pyk2 self-association, primary screen, Q293 cells, FERM NanoBiT luminescence, HTS; Protein-tyrosine kinase 2-beta (Homo sapiens), Q14289; AID 1347419, 2020; hit rate 0.83% among 99,000; z-score (the deposit names both 25 µM and 10 µM); stronger effect = lower value;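 active = Z-score of -3 or lower, scaled per plate to the spread of control and sample wells; inactive = z-score above -3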;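 note: negative z-score means lost luminescence so less FERM oligomerization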
PLK1 kinase inh: human PLK1 kinase inhibitors, primary screen, biochemical, TR-FRET | AID 619, 2007 | inhibition, % at 10 µM | recombinant PLK1 kinase, TR-FRET peptide phosphorylation | Serine/threonine-protein kinase PLK1 (Homo sapiens), P53350 | hit rate 0.53% among 97,000;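 active = inhibition of 50% or more in the single-concentration screen; inactive = inhibition below 50%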;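 note: 0% = DMSO max control and 100% = H-89 dihydrochloride min control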
LYP act: LYP phosphatase activators, primary screen, biochemical, DiFMUP fluorescence, 2 µM | Tyrosine-protein phosphatase non-receptor type 22 (Homo sapiens), Q9Y2R2 | recombinant LYP; 0 = plate median, 100 = signal doubled | activation, % at 2 µM | hit rate 0.11% among 96,000 | AID 697, 2007;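 active = activation at 2 µM above a set limit, the mean plus 5 SD, cut at about 37% in these data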
An asterisk follows results filed as active; . = not tested or not shown. No enrichment for hits, and some 3.5% of all compounds hit somewhere here.

#	SMILES	cytoskel mod	PLK1 PBD inh	PTPN22 inh 2	EphB4 antag	FAK inh	HIV Rev-RRE inh	PTK2B oligo ant	PLK1 kinase inh	LYP act
1	O=C(NCc1ccccn1)/C(=N/O)c1ccccc1	18	-8	-1	-1	-1	5	-0.66	0	0
2	COC(=O)Cn1c2ccc(F)cc2c2nc(C)sc21	-10	7	-6	-12	-6	0	0.78	-14	3
3	COc1ccc(N2CCN(Cc3nc(N)nc(Nc4ccccc4OC)n3)CC2)cc1	9	21	-1	-11	2	1	-0.18	-13	0
4	CCOc1ccccc1C(=O)Nc1ccc(S(=O)(=O)N2CCOCC2)cc1	13	8	8	10	3	13	-2.6	-4	-9
5	COc1ccccc1S(=O)(=O)Cc1ccc(C(=O)N2CCN(c3cccc(Cl)c3)CC2)o1	25	-5	-11	0	1	2	-1.8	-6	8
6	CCOC(=O)c1cccc(NC(=O)CSc2nnc(-c3ccoc3C)n2CC)c1	31	11	-3	4	3	5	-0.22	-12	2
7	COc1ccc(C2CC(C(F)(F)F)n3nc(C(=O)N(C)Cc4cn(C)nc4C)c(Cl)c3N2)cc1 (stereo not given)	30	7	-4	-2	4	-3	2.6	-14	7
8	CCOc1ccccc1NS(=O)(=O)c1cccs1	.	4	0	0	-1	9	0.09	-6	-1
9	CCc1c(C(=O)Nc2ncn(Cc3cccc(C)c3)n2)csc1C	0	1	6	3	1	10	-1.1	-15	-4
10	C=CCOc1ccc(C2/C(=C(\O)c3ccc(F)cc3)C(=O)C(=O)N2CCCN(C)C)cc1 (stereo not given)	-14	-4	-8	-5	-5	-2	-0.35	-1	5
11	Cc1ccc(S(=O)(=O)c2nc(C)c3c(n2)CCC3)cc1	11	17	-1	-3	0	3	0	-7	4
12	Fc1cccc(CSc2nc3ncccc3[nH]2)c1	.	5	3	-6	1	2	-1.2	27	-1
13	Fc1ccc(-c2ccnc3nc(-n4cccc4)nn23)cc1	-9	15	-10	-10	-1	-2	0.25	4	14
14	COC(=O)CN(CCc1ccccc1)S(=O)(=O)c1ccc(OC)c(OC)c1	1	-20	-1	6	-3	10	-0.4	-13	2
15	CC(c1ccccn1)N(CCN(C)C)C(=S)Nc1ccccc1F (stereo not given)	-8	28	-7	3	-1	4	-0.42	-18	8
16	O=C(C1CCCCC1)N1CCCn2c1nc1ccccc12	2	-21	0	3	0	9	2	-8	-3
17	CC(=O)c1cccc(N(C(=O)Cn2nnc3ccccc32)C(C(=O)NC2CCCCC2)c2cn(C)nc2C)c1 (stereo not given)	4	-14	-8	4	-1	3	0.39	-8	7
18	Nc1ccc2oc3ccc(N)cc3c(=O)c2c1	-8	-5	-4	-2	0	37*	-1.3	-1	7
19	O=C(CN1CCN(c2ncc(C(F)(F)F)cc2Cl)CC1)N1CCN(c2ncc(C(F)(F)F)cc2Cl)CC1	13	-23	4	2	2	3	1.7	0	-4
20	Nc1c(-c2ccccc2)cnc2ncnn12	-6	8	4	3	-4	3	0.42	-12	-1
21	Cc1cc(C)c(NS(=O)(=O)c2ccc(Cl)c(C(=O)O)c2)c(C)c1	-2	22	9	7	-2	8	0.38	2	-10
22	Cn1c(SCC(=O)C(C)(C)C)nnc1-c1ccncc1	21	-6	10	8	3	7	-0.53	-9	-7
23	COc1ccc(NC(=O)Cn2c(=O)n(Cc3ccco3)c(=O)c3ccccc32)cc1	-6	10	8	1	0	-1	-2	-13	-6
24	Cn1ccs/c1=N\S(=O)(=O)c1ccc(C(C)(C)C)cc1	-9	32	-9	5	-1	12	-1.1	-3	6
25	CSc1nc2ccc(NC(=O)CSc3nnc(N)s3)cc2s1	-23	-14	6	-6	3	5	0.82	-12	-3
26	CSc1nncn1/N=C/c1cc(Cl)ccc1F	8	7	12	1	2	6	0.85	-8	-11
27	COc1cccc(-c2n[nH]c(=S)n2Cc2ccco2)c1OC	-14	9	2	-6	-4	-5	-0.54	-10	-1
28	CCCCn1nnnc1SCC(=O)c1ccc(C)c(C)c1	-2	-3	-6	-8	-1	11	-0.04	-19	11
29	CCN(CC)C(=O)C(=O)c1cccn1-c1cccc(Cl)c1C#N	-7	-6	0	3	-3	8	-0.35	-6	1
30	CC(=O)Oc1ccc2c(C)c(CC(C)O)c(=O)oc2c1 (stereo not given)	12	-5	2	9	0	6	0.71	-15	-3
31	CC(C)CNC(=O)NC1C(NC(=O)NCC(C)C)N(C)C(=O)N1C (stereo not given)	-33	-10	-6	0	0	8	0.07	-5	4
32	Cn1c(SCC(=O)c2ccccc2)nnc1C1CC1	-21	-25	-5	-11	-6	5	0.07	-9	4
33	Cc1cc(Oc2ccc(C#N)cc2)nc(NCc2ccccc2)n1	10	18	-9	7	8	9	0.14	-6	11
34	COCCN(C(=O)Cn1nnc2ccccc21)C(C(=O)NC1CCCC1)c1cccc(OC)c1OC (stereo not given)	0	-1	-10	-8	0	4	0.49	-1	7
35	Cn1c(C(=O)NCc2cccs2)cc2c(=O)n(C)c3ccccc3c21	4	-18	-18	-10	-9	-2	.	-22	15
36	CC(=O)NC(Cc1ccc(F)cc1)C(=O)N1CCN(C(=O)NCc2ccccc2)CC1 (stereo not given)	4	-7	-6	-1	-1	1	-0.64	-18	3
37	COc1ccccc1OCc1nnc(SCC(=O)c2cc(Cl)ccc2OC)o1	16	-12	2	-2	0	2	0.15	-6	-3
38	COc1cccc(NC(=O)[C@@H]2CCCN2C(=O)C2CCN(S(=O)(=O)c3ccc(C)cc3)CC2)c1	-6	2	-1	-7	2	9	0.87	-10	0
39	O=C1CC(N2CCSCC2)C(=O)N1CCc1ccccc1 (stereo not given)	12	-23	0	0	-1	0	1.9	-5	0
40	COc1ccc(-n2nnc3c(=O)n(C/C=C/c4ccccc4)cnc32)cc1	17	3	5	4	2	6	0.04	-4	-12
41	COC(=O)C1[C@H]2C(=O)N(Cc3cccs3)C[C@]23C=C[C@H]1O3 (stereo not given in full)	23	6	8	-8	5	6	-0.02	-7	-9
42	CCOc1ccc(Oc2cc(NC(=O)c3ccco3)cc([N+](=O)[O-])c2)cc1	9	-12	1	-3	4	1	.	-13	2
43	Cc1cccc(C)c1N1CCN(C(=O)Nc2ccc3c(c2)OCCO3)CC1	4	17	-2	1	1	4	-1	-2	5
44	Nn1c(Nc2ccccc2)nc2ccccc2c1=O	-15	4	4	8	9	5	-0.63	59*	-5
45	CCC(C)(C(=O)NC1CCCCC1)N(C(=O)c1ccccn1)c1ccccc1 (stereo not given)	-8	2	-1	3	1	3	0.31	-6	1
46	Cc1cccc(C)c1N(CC(=O)N1CCN(C)CC1)S(C)(=O)=O	3	-2	11	4	4	3	0.76	-11	-15
47	CCOC(=O)N1CCN(C(=O)CSCC(=O)Nc2nc(-c3ccc(OC)cc3)cs2)CC1	-9	13	-9	4	-3	13	-0.08	-7	8
48	Cc1cccc(C(=O)OCC(=O)Nc2ccc(N3CCCCC3)cc2)c1O	5	-9	-17	-6	5	7	1.4	-3	13
49	CCOCCCN1C(=O)CN(C2CCCCC2)C(=O)C1c1ccc(OCC)c(OC)c1 (stereo not given)	-13	13	-14	-15	-2	-4	0.32	0	13
50	CC(C)(C)SCCNS(=O)(=O)c1ccccc1	10	-14	-18	-1	-3	1	-0.29	-14	19
51	COC(=O)c1[nH]c(C)c(/C(O)=C2\C(=O)C(=O)N(CCN(C)C)C2c2cccs2)c1C (stereo not given)	2	14	-3	-1	-3	6	0.51	-9	8
52	CCN(CCO)c1nc(SC)nc2c1sc1nc(-c3ccco3)c3c(c12)CCC3	6	11	6	-6	72*	-31	-0.67	-19	-2
53	COC(=O)c1cccc(NC(=O)COC(=O)CSc2nc(C)cc(C)n2)c1	3	0	11	-8	-7	1	1.8	-7	-9
54	NC(=O)C1CCN(C(=O)CSc2ccccn2)CC1	23	2	-7	4	-1	4	0.93	-4	1
55	COC(=O)C1C(=O)C2=C(CC1C)NC(C)=C(C(=O)OC(C)C)C2c1ccc(OC)c(O)c1 (stereo not given)	-2	-13	4	4	7	6	-0.69	-5	-3
56	COc1ccc(-n2c(COc3ccc(Cl)cc3)nnc2SCc2ccc(C#N)cc2)cc1	-6	-20	10	7	2	5	-1.5	-16	-10
57	CCn1c(SCCOc2ccc(Cl)cc2)nnc1-c1cccs1	-9	7	-1	10	6	10	-2.2	1	-2
58	COc1ccc(CN2CCN(C(=O)CC(C)C)CC2)cc1OC	2	22	-4	3	3	1	0.76	-9	4
59	O=C(Nc1cccnc1)c1ccccc1Oc1ccccc1	0	-6	0	0	0	8	0.43	-4	-1
60	CN1C(=O)c2cccc3c(S(=O)(=O)NCc4ccco4)ccc1c23	6	12	-7	-3	36*	1	0.18	-12	6

An excerpt of these results, screen by screen.
(43) Cc1cccc(C)c1N1CCN(C(=O)Nc2ccc3c(c2)OCCO3)CC1
(44) Nn1c(Nc2ccccc2)nc2ccccc2c1=O
(45) CCC(C)(C(=O)NC1CCCCC1)N(C(=O)c1ccccn1)c1ccccc1 (stereo not given)
assay / entry	43	44	45
cytoskel mod	4	-15	-8
PLK1 PBD inh	17	4	2
PTPN22 inh 2	-2	4	-1
EphB4 antag	1	8	3
FAK inh	1	9	1
HIV Rev-RRE inh	4	5	3
PTK2B oligo ant	-1	-0.63	0.31
PLK1 kinase inh	-2	59*	-6
LYP act	5	-5	1
